NPY-Y2 PAM-ag: potentiators or agonists of human neuropeptide Y receptor Y2; P49146; actives 0.45% (n = 220,000); activation, % at 3.6 µM; cells expressing NPY-Y2, potentiator/agonist read-out; in the data active = activation above about 27%;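 also: cells stimulated with NPY near EC25 plus isoproterenol at EC100; 0% = vehicle plus submaximal agonist and 100% = vehicle plus saturating agonist; some results beyond the cut were filed as inactive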
Target sequence (P49146 whole entry, looked up): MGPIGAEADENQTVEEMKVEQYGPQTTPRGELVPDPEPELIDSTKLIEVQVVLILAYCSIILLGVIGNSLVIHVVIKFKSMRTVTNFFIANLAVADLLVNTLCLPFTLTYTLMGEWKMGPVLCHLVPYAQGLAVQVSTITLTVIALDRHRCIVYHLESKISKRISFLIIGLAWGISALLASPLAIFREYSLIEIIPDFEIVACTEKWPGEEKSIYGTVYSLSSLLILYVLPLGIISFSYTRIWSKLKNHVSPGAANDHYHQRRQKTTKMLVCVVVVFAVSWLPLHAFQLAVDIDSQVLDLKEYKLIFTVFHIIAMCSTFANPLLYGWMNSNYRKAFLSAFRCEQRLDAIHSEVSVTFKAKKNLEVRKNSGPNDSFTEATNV
S1P4 agonist: agonists of human S1P4 receptor; O95977; S1P4-expressing cell line, agonist reporter assay; activation, % at 4.98 µM; actives 0.35% (n = 220,000); AID 1509; in the data active = activation above about 11%;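 also: 0% = DMSO vehicle and 100% = reference agonist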
NPY1 pot ag: human NPY-Y1 potentiation or agonism, primary screen. P25929. NPY-Y1 expressing cells, potentiator/agonist activation. activation, % at 3.6 µM. actives 0.37% (n = 220,000). AID 1304; in the data active = activation above about 33%, passing the limit was not always enough;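 also: cells stimulated with NPY at EC10 then isoproterenol at EC100; 0% = low agonist plus stimulus and 100% = saturating agonist plus stimulus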
EP2 mod: EP2 receptor (human) modulation; induction, % at 25 µM; EP2-expressing cells, cAMP HTRF FRET, PGE2 co-stimulation; actives 0.83% (n = 260,000); P43116;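 active = compounds whose cAMP rise, as percent of the full-agonist control response, exceeds 60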;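 also: rat C6 glioma line stably carrying human EP2 under a CMV promoter; the protocol text gives 20 µM as final concentration; 100% = response of wells given 1 µM PGE2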
TRPML3 agonist: agonists of human TRPML3 channel. HEK293 TRPML3-YFP, Fluo-8 calcium fluorescence; 100% = the carbachol control signal. activation, % at 3 µM. Q8TDD5. actives 0.29% (n = 220,000);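 active = activation above its plate's cutoff, the mean activation of the plate's test wells plus 3 SD, cut at about 12% in these data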;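 also: 0% = DMSO only wells and 100% = carbachol wells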
Target sequence (Q8TDD5 whole entry, looked up): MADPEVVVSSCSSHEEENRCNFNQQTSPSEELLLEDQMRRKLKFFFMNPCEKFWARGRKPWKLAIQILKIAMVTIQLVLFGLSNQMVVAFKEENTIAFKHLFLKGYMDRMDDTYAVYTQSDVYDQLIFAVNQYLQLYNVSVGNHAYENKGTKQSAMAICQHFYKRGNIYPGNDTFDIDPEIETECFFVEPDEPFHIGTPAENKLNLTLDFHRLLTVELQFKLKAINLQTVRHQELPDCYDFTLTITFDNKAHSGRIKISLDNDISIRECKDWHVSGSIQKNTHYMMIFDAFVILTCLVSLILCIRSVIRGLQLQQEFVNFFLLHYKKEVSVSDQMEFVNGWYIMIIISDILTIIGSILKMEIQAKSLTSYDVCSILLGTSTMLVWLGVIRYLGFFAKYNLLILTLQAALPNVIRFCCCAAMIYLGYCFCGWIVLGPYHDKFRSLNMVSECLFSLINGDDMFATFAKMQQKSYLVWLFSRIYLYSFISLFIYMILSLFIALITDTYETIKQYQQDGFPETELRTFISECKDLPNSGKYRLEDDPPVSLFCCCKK
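system = HEK293 cells stably carrying human TRPML3-YFP | doses = one concentration, 3 µM nominal, 0.3% DMSO | timing = dye loading 1 h 37 °C then 30 min ambient, 125 s read | detection = Fluo-8 calcium dye fluorescence, ex 470-495, em 515-575 nm | benchmarks = high control carbachol 87 µM, low control DMSO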
TRPN1 ag: zebrafish TRPN1 (NompC) channel agonism | activation, % at 3 µM | actives 0.18% (n = 220,000) | AID 1424 | HEK293 zebrafish TRPN1-YFP, Fluo-8 calcium fluorescence; 100% = response to 87 µM carbachol;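 active = activation above its plate's cutoff, the mean activation of test wells on that plate plus 3 SD, cut at about 19% in these data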;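 also: 0% = DMSO alone and 100% = 87 µM carbachol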
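Assay system: Zebrafish TRPN1-YFP in HEK293 cells | Incubation: Dye loading 1 h at 37 °C, then 30 min room temperature | Measured by: Kinetic Fluo-8 fluorescence, ex 470-495, em 515-575 nm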
S1P4 antag: human S1P4 receptor antagonism. S1P4-expressing cells, antagonist mode, reporter read-out. inhibition, % at 4.98 µM. actives 0.26% (n = 220,000); in the data active = inhibition above about 29%;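 also: 0% = wells stimulated with agonist and 100% = vehicle wells without agonist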
CHOP inh: CHOP inhibition in unfolded protein response; CHO-K1 CHOP-promoter luciferase, tunicamycin-induced, 15-18 h; actives 3.8% (n = 220,000); inhibition, % at 10 µM;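 active = compounds that reduced the stress-induced luciferase reporter signal by more than about 70% of percent inhibition, limit read from the data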;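 also: 0% = tunicamycin plus vehicle and 100% = wells without tunicamycin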
NPY Y1 blocker: blocks the human neuropeptide Y Y1 receptor. actives 1% (n = 200,000). inhibition, % at 3.6 µM. AID 1040. HEK293-CNG Y1 cells, membrane potential fluorescence; NPY at EC95, then isoproterenol. P25929;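 active = inhibition above the campaign mean inhibition of all tested compounds plus 3 SD, cut at about 20% in these data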;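 also: 0% = DMSO wells given NPY plus isoproterenol and 100% = isoproterenol alone without NPY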
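Material: Y1- and CNG-channel-expressing HEK293 cells / Probe or stimulus: NPY 25 nM then isoproterenol 1 µM plus Ro 20-1724 25 µM / Doses: 3.6 µM single dose, DMSO 0.4% / Schedule: compound incubation 1 h at room temperature, readout 45 min post-stimulation / Signal: membrane potential fluorescence / Benchmarks: isoproterenol-only wells as full block versus NPY-plus-isoproterenol wells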
* marks the source's active call; other numbers are inactive results; x = not tested or not shown; & = joins results of further samples.

SMILES	NPY-Y2 PAM-ag	S1P4 agonist	NPY1 pot ag	EP2 mod	TRPML3 agonist	TRPN1 ag	S1P4 antag	CHOP inh	NPY Y1 blocker
NNc1nc2sc3c(c2c(=O)n1-c1ccccc1)CCCC3	-8	0.3	14	-19	-0.2	0.9	4	4	x
CC(=O)Nc1ccc2c(c1)nc(CCN1CCC(C)CC1)n2C	8	0.1	-6	-8	1.1	-0.8	0	15	-2
Cc1ccc(/C=[N+](/[O-])C2SC(=S)N(C)C2(C)C)cc1 (stereo not drawn)	5	-0.1	1	9	0.6	0.5	-11	13	-1
O=C(Cn1cnc([N+](=O)[O-])n1)NCCO	-12	0.0	-1	-5	0.0	-0.8	-2	16	-2
CC(C)C(=O)Nc1cccc(C(=O)Nc2ccccc2C(=O)O)c1	-3	0.3	-3	13	0.4	-0.7	-7	14	6
O=C(CN(Cc1ccc2c(c1)OCO2)C(=O)CNC(=O)c1ccco1)NC1CCCCC1	7	-0.1	-3	33&-4	0.2	-0.2	7	35	8
CCOC(=O)CSc1nnc(C2CCCCC2)n1C	0	-0.7	-1	-1	0.5	0.0	-1	26	1
O=C(CSc1ccc(-c2ccccc2)nn1)N1CCCc2ccccc21	8	2.7	-23	9	-0.5	-1.2	-1	24	0
CCN(CC)S(=O)(=O)c1ccc(N2Cc3ccccc3C2=N)cc1	-10	0.8	-28	-58	0.7	-0.4	-14	17	1
COc1ccc2c(C)c(C(=O)O)oc2c1	-18	0.6	-16	27	0.6	0.5	-18	22	2
CC(C)Cn1nc(C(=O)OCC(=O)NCC(F)(F)F)c2ccccc2c1=O	-1	-0.7	-4	14	0.1	0.3	1	3	4
CC(=O)O/N=C(/C)c1ncc(C(F)(F)F)cc1N1CCOCC1	-4	-0.6	-1	15	1.4	0.3	-3	-6	-2
CC(=O)c1cccc(NC(=O)N2CCCC(C(=O)c3cc(F)ccc3F)C2)c1 (stereo not drawn)	2	-1.2	9	16	0.8	0.3	-19	11	4
CCN1CCN(c2cc(C)c3cc(NC(=S)NCc4cccs4)ccc3n2)CC1	12	0.8	4	-62	0.9	0.8	-12	-22	2
CN(C(=O)CSc1nnc(-c2ccco2)n1N)C1CCCCC1	-2	1.5	-14	-5	1.0	-0.9	-21	9	1
O=c1c2cnn(-c3ccc(F)cc3)c2ncn1Cc1cccnc1	12	0.7	16	14	1.0	-0.5	-14	12	-6
C1CCC(n2nnnc2CN2CCCC2)CC1	-4	-1.9	12	-7	0.3	2.0	1	17	-4
O=C(O)c1ccccc1C(=O)Nc1ccc(-n2ccc(C(F)(F)F)n2)cc1	5	0.7	17	0	0.2	-0.2	-4	11	x
CCCNC(=S)Nc1cccc(C(F)(F)F)c1	20	2.1	12	-42	0.9	4.7	-27	19	-2
CSc1ccccc1NC(=S)N/N=C/c1cccn1Cc1ccc(F)cc1	0	0.7	18	23	-0.8	0.2	4	33	-5
COc1ccccc1N1CCN(c2nc3ccccc3nc2C(C#N)C(=O)OC(C)C)CC1 (stereo not drawn)	-8	0.9	-21	7	0.7	-0.1	-8	45	15
CCc1ccc(-c2csc(-c3c[nH]c4ccccc34)n2)cc1	-1	1.2	-4	-1	0.7	0.4	-7	86*	0
O=C1C2C(C(=O)N1/N=C/c1ccc(N3CCCCC3)o1)C1C=CC2C12CC2 (stereo not drawn)	-1	1.8	13	7	1.1	0.3	-12	2	-2
COc1ccc2c(c1)-c1nc(NC(=O)c3ccco3)sc1CC2	-6	0.4	-51	20	0.6	0.3	3	-17	0
O=C(NCc1ccc(Cl)cc1)c1cccnc1	-1	0.2	-2	13	-0.1	0.9	-15	38	-5
Cc1cc(NC(=O)CSc2ccccn2)no1	9	-0.2	10	-14	0.3	-0.2	4	15	1
CCOC(=O)N1CCC(Nc2c(NCCCN(CC)CC)c(=O)c2=O)CC1	-5	1.5	-3	8	0.6	2.8	-29	9	-2
CCC(=O)N1CCc2cc(S(=O)(=O)NC(C(=O)NCc3ccccc3)C(C)C)ccc21 (stereo not drawn)	2	0.1	-28	4	0.0	-0.1	6	20	-3
COc1cccc(C(=O)NC2CCN(CC(=O)Nc3c(C)cc(C)cc3C)CC2)c1	-17	-0.9	9	-6	0.6	-0.8	-3	8	2
O=C(NNC(=O)c1ccc(O)cc1O)c1ccc(Cl)cc1	1	-0.3	-17	11	0.5	1.3	-1	-6	1
CCNC(=S)NC1CC2CCCC(C1)N2Cc1ccco1 (stereo not drawn)	-2	1.5	-24	-17	-0.1	-0.6	-5	12	1
O=C(NN1C(=O)c2ccccc2NC1c1ccccn1)c1ccc(Br)cc1 (stereo not drawn)	-8	-3.5	-27	25	-0.2	-0.1	-1	29	3
O=S(=O)(Nc1nc2ccccc2nc1NCCN1CCOCC1)c1cccc(Cl)c1	10	1.3	23	12	0.2	0.7	-2	9	-5
Cn1c(CS/C(N)=N/N=C/c2ccccc2)c(Br)c(=O)n1-c1ccccc1	4	0.0	-7	-2	2.2	-0.1	-4	14	-6
O=C(Nc1cnn(Cc2ccc(F)cc2)c1)c1cnn2c(C(F)F)cc(-c3ccccc3)nc12	3	0.1	-12	-17	0.9	0.2	-4	2	x
COc1ccc(CCNC(=O)CSc2nc(C)cc(C)n2)cc1OC	-2	0.3	5	5	0.2	0.6	-12	-16	2
CCCn1nnnc1-c1ccc(Cl)cc1	3	1.0	7	15	-0.4	-1.2	4	11	-1
O=C(CSc1n[nH]c(-c2cccnc2)n1)Nc1ccnc2ccccc12	27	-1.4	21	25	0.3	1.4	-4	5	-3
CCn1c(O)c(/C=C2\C=Nc3ccccc32)sc1=Nc1ccccc1	3	1.4	12	15	0.7	-0.1	5	79*	0
C/C(=N/N=C/c1ccc(N(C)C)cc1)c1ccccc1	-1	0.3	-4	-44	0.5	-1.0	-2	58	-1
Cc1ccc(S(=O)(=O)NCC(=O)NCC(=O)OCC(=O)NC(=O)NC(C)(C)C)cc1C	5	0.4	5	21	0.7	-0.4	-1	13	3
CN1CCC(N(C)C(=O)/C=C/c2cn(-c3ccccc3)nc2-c2cccs2)CC1	10	-0.8	-8	-61	1.2	1.7	-1	14	2
COC(=O)C(O)(CC(=O)Nc1cccc(SC)c1)C(F)(F)F (stereo not drawn)	-1	0.1	0	17	0.2	-0.7	-2	10	4
Cc1ccccc1Nc1nnc(SCc2nc3ccccc3c(=O)[nH]2)s1	-7	2.4	1	-13	0.9	1.5	-4	32	0
O=C(COC(=O)C1=COCCO1)Nc1ccc(OC(F)F)cc1	5	0.4	7	27	0.5	0.8	-21	-24	0

Entries of single compounds as entered above. Order of values: NPY-Y2 PAM-ag	S1P4 agonist	NPY1 pot ag	EP2 mod	TRPML3 agonist	TRPN1 ag	S1P4 antag	CHOP inh	NPY Y1 blocker
O=C(COC(=O)C1=COCCO1)Nc1ccc(OC(F)F)cc1 as listed: 5	0.4	7	27	0.5	0.8	-21	-24	0
CCCn1nnnc1-c1ccc(Cl)cc1 as listed: 3	1.0	7	15	-0.4	-1.2	4	11	-1

Next part:
SMILES	NPY-Y2 PAM-ag	S1P4 agonist	NPY1 pot ag	EP2 mod	TRPML3 agonist	TRPN1 ag	S1P4 antag	CHOP inh	NPY Y1 blocker
Cc1c(N=Cc2ccccn2)c(=O)n(-c2ccccc2)n1C	5	-1.9	5	13	0.7	-1.3	-7	15	-2
c1ccc2[nH]c(NCCCN3CCOCC3)nc2c1	-9	-0.7	-19	6	0.8	0.4	12	24	-8
COc1ccc(S(=O)(=O)N2CCC(O)(c3ccc4c(c3)OCO4)CC2)cc1	-1	-1.6	7	-1&-61	-0.2	1.7	0	14	0
O=C1CCC(=O)N1CCSC(=S)N1CCSCC1	1	0.8	-6	0	0.3	0.7	-4	-9	x
COc1ccc2nc(C)cc(Sc3nc4ccccc4s3)c2c1	-20	2.0	-24	7	-0.7	-2.3	11	-33	x
COc1ccccc1-c1nnc(NC(=O)C(C)SC2=NCCS2)s1 (stereo not drawn)	-23	-1.7	1	-10	1.1	2.4	12	57	8
COC(=O)c1sc(NC(=O)c2csc3c2CCCC3)nc1C	-14	4.6	-19	28	-0.3	-0.6	-16	27	1
Cc1cc(C)c(S(=O)(=O)N2CCCCC2)cc1N(C)S(=O)(=O)c1ccc(Cl)cc1	-12	1.0	-10	17	68*	-0.2	3	21	6
O=C(Nc1ccc2c(c1)oc1ccccc12)c1ccc2c(c1)OCO2	11	1.1	-7	-18	0.4	-0.3	12	-28	8
COc1ccc(/C(C)=N\O)cc1OC	-4	0.3	4	14	0.9	0.8	-2	15	x
O=c1c2ccccc2c(-c2ccc(Br)cc2)nn1Cc1ccccc1	6	-2.9	0	72*	0.3	0.4	10	37	5
Cc1cc(=O)oc2cc(OCC(=O)N3CCCC(C)C3)ccc12 (stereo not drawn)	-3	-0.6	3	-10	0.3	1.0	-4	-14	-5
CCCCNC(=O)CO/N=C(\C)c1cc2ccccc2o1	2	-0.2	-25	-51	-0.1	-2.9	-1	-3	1
C#CCOCCOCCOCCNc1nc(N2CCN(C(=O)[C@H](Cc3ccc(O)cc3)n3cc([C@@H](N)C(C)CC)nn3)CC2)nc(N2CCN(C(=O)[C@H](CCCCN)n3cc([C@@H](N)CC(C)C)nn3)CC2)n1 (stereo partly drawn)	2	0.4	-5	10	-0.1	1.1	7	7	0
O=C(C1CCCN(S(=O)(=O)c2cnc[nH]2)C1)N1CC(=O)N(CCc2ccccc2)C(=O)C1 (stereo not drawn)	-4	4.6	1	6	0.8	1.0	-18	48	-3
COc1ccc(C(C)=O)cc1CSc1nnc(Nc2ccccc2C)s1	-4	0.3	-19	-50	-0.4	-1.6	0	35	8
Cc1cccc(-n2c(Cc3cc(=O)[nH]c(=O)[nH]3)nnc2SCC(=O)N2CCCCC2)c1	2	1.1	-3	9	0.2	1.3	-9	47	2
CCCCCCCCN1C(=O)C(O)=C(C(C)=O)C1c1ccccn1 (stereo not drawn)	2	-2.8	-15	33	0.0	0.9	-8	41	-2
CCOC(=O)C/C(C)=N/NC(=O)c1cccs1	-14	0.8	9	5	0.0	-3.0	4	26	2
CC(C)N(Cc1ccccc1)C(=O)COC(=O)c1ccc2c(c1)OCCO2	-7	-0.1	37	14	0.6	0.9	1	-12	4
COC(=O)c1sccc1NC(=S)Nc1cc(C)cc(C)c1	2	0.9	9	-16	0.6	1.1	-14	6	4
Cc1cc(-c2ccccc2)nc2[n+]1CCN2C	13	1.1	17	34	0.0	0.0	9	-20	-3
Cn1c(C(=O)NCC2CCCO2)cc2c(=O)n3ccccc3nc21 (stereo not drawn)	-8	2.2	10	17	0.0	0.6	-5	-41	4
Cc1cc(C)n(C(=O)CCC(=O)Nc2ccc(C)c(C)c2)n1	1	-2.4	4	-9	0.8	-0.8	-18	29	1
CCSc1nc2ccccc2n1C(=O)c1ccc(S(=O)(=O)N2CCCCCC2)cc1	-4	-3.6	-1	22	0.3	1.1	1	1	1

Source: PubChem BioAssay
